Screens from PubChem BioAssay.
IL2 activator: IL-2 activation; IL-2 activation reporter assay, cell-based qHTS; stimulated with anti-CD3/CD4/CD28 beads; in transgenic mouse T cells; 0.065% of 360,000 active; activation, % (series mostly up to about 46 µM); in the data active = activation above about 50%; inconclusive = mostly about 30% to 49%; also: 0% is about no effect
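EGFP and DsRed fluorescence is measured by plate cytometry in unstimulated transgenic mouse T cells exposed to compound for 60 minutes, then stimulated 18 hours at 37 degrees C with anti-CD3/anti-CD4 beads plus anti-CD28.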
aSyn yeast inh: rescues yeast growth from alpha-synuclein toxicity; 0.14% of 370,000 active; AID 652106; Yeast expressing alpha-synuclein, growth rescue, BacTiter-Glo, 24 h; Potency, µM (titrated, usually from 46.1 µM), for the others: at the highest dose growth rescue (activation), hits mostly activators; also: potency is read from the fitted curve at half-maximal effect; % of control where 0% means no effect; nearly all actives have a fitted effect of over 65% in size
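Rescue of yeast growth: cells expressing toxic alpha-synuclein, induced in galactose at OD600 0.02, incubated with compound 24 h at 30 C. ATP luminescence quantified growth; inhibitors of toxicity appear as activators.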
PI5P4K alpha inh: inhibitors of human PI5P4K alpha; AID 652105; max response, %; P48426; 1.2% of 330,000 active; PI5P4Kalpha enzyme, ADP-Glo luminescence, 60 min; stronger effect = lower value; active = max response of -50% or lower; inconclusive = between -30% and -50%; inactive = -30% or higher; also: value at the top dose of about 77 µM; % is scaled to controls: 0 for no effect and ±100 for the full control effect
Target sequence (P48426 whole entry, looked up): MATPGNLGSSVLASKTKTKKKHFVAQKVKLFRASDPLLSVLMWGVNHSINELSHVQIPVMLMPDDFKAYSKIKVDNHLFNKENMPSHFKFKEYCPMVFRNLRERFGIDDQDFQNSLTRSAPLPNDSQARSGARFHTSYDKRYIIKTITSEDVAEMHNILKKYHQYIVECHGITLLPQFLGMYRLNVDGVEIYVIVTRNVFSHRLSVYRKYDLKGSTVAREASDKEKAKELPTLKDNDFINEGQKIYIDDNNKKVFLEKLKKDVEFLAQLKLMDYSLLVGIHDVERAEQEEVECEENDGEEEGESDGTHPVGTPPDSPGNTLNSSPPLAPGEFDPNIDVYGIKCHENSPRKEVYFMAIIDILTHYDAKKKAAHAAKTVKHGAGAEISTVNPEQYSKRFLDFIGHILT
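Quantitative HTS of the MLSMR library against PI5P4Kalpha with substrate. ATP added last at 5 microM final; room temperature, 60 minutes. Remaining ATP depleted, ADP converted and read as luminescence.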
Abeta yeast res: A-beta toxicity reversal in yeast; yeast expressing A-beta42, growth rescue, OD600, 48 h; response scale: 0% DMSO, 100% iron-clioquinol control; Potency, µM (doses to about 46.1 µM), for the others: top-dose growth rescue, most hits filed as activators; 0.063% of 410,000 active; AID 1347071; also: potency is read from the fitted curve at half-maximal effect; nearly all actives have a fitted effect of over 55% in size
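Yeast A-beta toxicity model in growth medium with pinned compounds, 48 h at 30 C; growth read as absorbance at 600 nm. Normalized to FeCl3/clioquinol equimolar mix (positive) and DMSO (negative).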
EPAC1 agonist: activates human EPAC1 exchange factor. O95398. EPAC1 agonist qHTS, biochemical assay; response scale: 100% = response to 6.5 mM cAMP. Potency, µM (doses to about 154 µM), for the others: at the top dose activation, hits mostly activators. 0.073% of 360,000 active. AID 720707; also: potency is read from the fitted curve at half-maximal effect; nearly all actives have a fitted effect of over 60% in size
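Nucleotide exchange assay: 100 nM EPAC1 with 250 nM Rap1B loaded with BODIPY-GDP and 50 uM GDP, room temperature. Fluorescence (480/540 nm) read every 5 min for 30 min; signal change normalized to 6.5 mM cAMP as full agonist.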
WRN helicase inh: inhibitors of human WRN helicase; Q14191; WRN helicase unwinding, fluorescent forked duplex, kinetic; Potency, µM (doses to about 114 µM), inactives show at the top dose activity change, negative = inhibition, most hits filed as inhibitors; 0.46% of 360,000 active; AID 651768; also: potency is read from the fitted curve at half-maximal effect; % is scaled to controls: 0 for no effect and ±100 for the full control effect; nearly all actives have a fitted effect of over 55% in size
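WRN at 20 nM final preincubated with compound 15 min at room temperature; reaction started with 100 nM fluorophore/quencher forked duplex oligonucleotide and 2 mM ATP final. Unwinding followed kinetically by red fluorescence (ex 525, em 598 nm).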
PLK1 PBD block: PLK1 (human) polo-box domain binding inhibition. Plk1 PBD binding of FITC phosphopeptide, fluorescence polarization. Potency, µM, inactives show max response, negative = inhibition, hits mostly inhibitors. P53350. 2.8% of 360,000 active. AID 720504; also: potency is read from the fitted curve at half-maximal effect; series mostly up to about 57 µM; % is scaled to controls: 0 for no effect and ±100 for the full control effect; nearly all actives have a fitted effect of over 65% in size
Target sequence (P53350 whole entry, looked up, the tested form may be a part): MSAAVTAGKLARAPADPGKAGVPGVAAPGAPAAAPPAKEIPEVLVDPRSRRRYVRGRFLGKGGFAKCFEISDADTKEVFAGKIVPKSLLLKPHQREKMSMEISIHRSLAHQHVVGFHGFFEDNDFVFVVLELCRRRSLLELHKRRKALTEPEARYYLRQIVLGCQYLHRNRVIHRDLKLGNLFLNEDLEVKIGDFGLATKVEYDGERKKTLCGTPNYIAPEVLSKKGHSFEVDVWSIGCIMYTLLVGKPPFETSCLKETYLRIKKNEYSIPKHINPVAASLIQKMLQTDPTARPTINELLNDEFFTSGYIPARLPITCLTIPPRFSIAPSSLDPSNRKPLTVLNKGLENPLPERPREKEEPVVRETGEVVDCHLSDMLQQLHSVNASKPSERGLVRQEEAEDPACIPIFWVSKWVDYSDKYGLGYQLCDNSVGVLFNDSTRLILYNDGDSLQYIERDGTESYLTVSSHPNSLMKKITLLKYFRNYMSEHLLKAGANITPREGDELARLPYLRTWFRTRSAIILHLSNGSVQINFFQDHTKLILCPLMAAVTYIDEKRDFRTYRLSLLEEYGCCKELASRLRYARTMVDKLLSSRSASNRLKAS
EPAC1 antag: EPAC1 (human) antagonism. 0.14% of 360,000 active. EPAC1 GEF assay, Rap1b-BODIPY-GDP exchange fluorescence. AID 720709. O95398. Potency, µM (top dose mostly 115 µM), without a hit: at the top dose activity change, negative = inhibition, most hits filed as inhibitors;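 also: potency is read from the fitted curve at half-maximal effect; plate controls were vehicle for no effect and positive control for full effect; nearly all actives have a fitted effect of over 50% in size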
FUS suppressor: rescues growth of FUS-expressing yeast | S. cerevisiae FUS-expressing, growth rescue, OD600, 24 h | Potency, µM (doses to about 76.6 µM), inactives show top-dose growth rescue (activation), hits mostly activators | 0.24% of 390,000 active | AID 1347120;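 also: potency is read from the fitted curve at half-maximal effect; plate controls were DMSO vehicle for no effect and reference control for full effect; nearly all actives have a fitted effect of over 55% in size; some results filed as inactive show a strong effect at the top dose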
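Yeast FUS proteinopathy model; galactose-induced FUS (2%), starting OD 0.005. Cpds in dilution series, 24hr, 30C, 99% humidity. Abs 600 nm growth. Pos ctrl CP55940 (top 92uM final); neg ctrl DMSO.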
The depositor's hits bear a star; ? = inconclusive; . = no result given; & = joins results of further samples; [ ] = remark or other dose. Unless noted, calls follow the shape of the dose curve; as a rule, active = well fitted curve in the direction sought with a large enough effect; inconclusive = small, poorly fitted or top-dose-only effect, or another doubt; inactive = no such curve, though single readings can be large; an effect the other way counts as inactive or inconclusive.

SMILES | IL2 activator | aSyn yeast inh | PI5P4K alpha inh | Abeta yeast res | EPAC1 agonist | WRN helicase inh | PLK1 PBD block | EPAC1 antag | FUS suppressor
CC(C)(C)c1ccc(CC(=O)N2CCC2(C)C(=O)NS(=O)(=O)c2cccc(F)c2)cc1 (configuration not stated) | 1.4 | 1% | 1 | 0% | -3% | -1% | 0% | -18% | 2%
COc1cc2c(cc1NC(=O)/C=C/c1cc(OC)c(OC)c(OC)c1)oc1ccccc12 | -0.7 | 3% | 7 | 22% | 17% | -9% | -2% | -6% | .
O=[N+]([O-])c1cccc(S(=O)(=O)N/N=C\c2ccc3c(c2)OCO3)c1 | -3.8 | -14% | -4 | 4% | 1% | 1% | -9% | -9% | -2%
CN(C)C=NC(=O)c1cc(C(=O)c2ccc(Cl)cc2)c[nH]1 | -2.0 | -1% | -6 | -18% | -20% | -16% | -12% | -4% | ?
CC(=O)N1CCCc2cc(S(=O)(=O)N3CCCC(C(=O)Nc4ccccc4C)C3)ccc21 (configuration not stated) | -0.6 | -1% | 3 | 12% | 0% | 4% | -1% | 1% | 17%
O=C(CN1CCN(S(=O)(=O)c2ccc(Br)cc2)CC1)N/N=C/c1cccnc1 | -0.3 | 2% | 16 | -7% | -4% | -10% | 2% | -1% | .
CCC(=O)N1CCN=C1SCc1cc(C)ccc1C | -3.8 | -13% | 11 | 3% | 4% | 0%[57.1 µM] | 1% | 7% | -9%
S=c1[nH]nc(COc2cccc3ccccc23)n1Cc1ccccc1 | -0.6 | 10% | 0 | -10% | 16% | 6% | -19% | 2% | 5%
CCOC(=O)c1cnc2cc(C)nn2c1C | 0.4 | -10% | 5 | -6% | 2% | 10% | 0% | 5% | -8%
NC(=O)C1CCN(C(=O)c2cccc3ccccc23)CC1 | 2.7 | 8% | 0 | 20% | 14% | 3% | 4% | 3% | -22%
O=S(=O)(NCCC(c1ccc(F)cc1)c1ccco1)c1ccccc1 (configuration not stated) | -0.2 | 1% | -16 | -27% | 7% | -9% | 21µM* | -2% | .
COc1ccc(CN(CC(=O)NCCC(C)C)C(=O)CCC(=O)Nc2nccs2)cc1 | -0.3 | -1% | 0 | 5% | 5% | 8% | -11% | -1% | 8%
O=C(Cn1cnc2c(oc3ccccc32)c1=O)NCCc1ccccc1 | 2.0 | -6% | . | -6% | 4% | -4% | 1% | 8% | 6%
N#Cc1c(N)[nH]c(=S)c(C#N)c1-c1ccccc1 | -1.5 | 2% | . | 5% | 3% | -9% | ? | 3% | 22%
COCCn1c(SCC(=O)N2CCCC2=O)nnc1-c1ccncc1 | -1.9 | 1% | 2 | 2% | -10% | -3% | -3% | 11% | -14%
O=C(NC(=S)N1CCN(c2ccc([N+](=O)[O-])cc2)CC1)c1ccc(F)cc1 | 0.5 | -3% | 6 | 30% | -3% | -32% | -18% | -29% | .
Cc1ccc(CNC(=O)CCS(=O)(=O)c2cc3c(cc2Cl)NC(=O)CO3)cc1 | -0.9 | -3%&-7% | -21 | 15%&-8% | -12% | 4% | 27µM* | 0% | 7%&-1%
Cc1c(Cl)cccc1NC(=S)N1CCC(C(N)=O)(N2CCCCC2)CC1 | 0.9 | 5% | 7 | -1% | 1% | 0% | -4% | -10% | -1%
Nc1nc(OCC(F)(F)F)cc(Oc2ccccc2F)n1 | -2.1 | 0% | . | 29% | -3% | -9% | -7% | -24% | 7%
Cc1cccc(N2CC(C(=O)Nc3nnc(SCC(=O)Nc4nccs4)s3)CC2=O)c1 (configuration not stated) | 0.5 | 2% | ? | 1% | 2% | -16%[57.1 µM] | 6% | 28% | 18%
N/C(=N\OC(=O)CC1CCCCC1)c1ccccn1 | -1.4 | 4% | . | 0% | 13% | -1% | -9% | -6% | -14%
O=C(Nc1ccc(Br)cn1)c1cccc2ccccc12 | -0.9 | 2% | -1 | 23% | 12% | -13% | -1% | 0% | -17%
CCc1nc2c(OCc3ccccc3C)cccn2c1N(C)C(=O)C(C)C | 0.0 | -3% | 5 | -20% | -1% | 4% | -17% | ? | 11%
CCC(C(=O)Oc1c(C(C)C)cccc1C(C)C)c1ccccc1 (configuration not stated) | 1.2 | 0% | -1 | 3% | 1% | 4% | 3% | 0% | -13%
O=C(/C=C/[C@H]1O[C@@H](n2ccc(=O)[nH]c2=O)[C@H](O)[C@@H]1O)NC(c1ccccc1)c1ccccc1 | -0.4 | 1% | 1 | 3% | 11% | -9% | -3% | -5% | 5%
Clc1ccc(CSc2nncn2-c2ccccn2)cc1 | -2.4 | -4% | . | -1% | 3% | 4% | -7% | 14% | 13%
CCC(=O)Nc1cccc(NC(=O)c2ccc(C)cc2Cl)c1 | 0.9 | 3% | -7 | 8% | -1% | -3% | 7% | 9% | -12%
O=C(NNC1=C(C(=O)C(F)(F)F)CCC1)c1ccc(Br)cc1 | 1.2 | -11% | . | -94%[inhibitor] | -4% | -10% | -18% | 11% | 21%
CC1=C(C(=O)O)N2C(=O)C(NC(=O)c3ccccc3Cl)C2SC1 (configuration not stated) | -0.1 | 15% | -27 | -24% | 5% | 6% | ? | 9% | 30%
CCOc1ccc(C2SCC(=O)N2c2c(C)n(C)n(-c3ccccc3)c2=O)cc1 (configuration not stated) | 0.8 | 1% | -10 | 12% | -1% | 8% | -4% | 11% | 2%
CCOc1ccc(-c2nnn(CC(=O)Nc3cc(OC)cc(OC)c3)n2)cc1OCC | -0.2 | 2% | . | 3% | -15% | 0% | -4% | 0% | 28%
CC1(C(=O)Nc2ccc3c(c2)OCO3)CCN1C(=O)Cc1ccc(-c2ccccc2)cc1 (configuration not stated) | -0.9 | 19% | 25 | -11% | 5% | -1%[57.1 µM] | 0% | -7% | ?
CN1CCN(NS(=O)(=O)c2ccc(Cl)s2)CC1 | -1.7 | -5% | -15 | 8% | 8% | ? | 8.4µM* | -17% | .
c1ccc2c(c1)oc1c(NCCCn3ccnc3)ncnc12 | 0.7 | -2% | -2 | 9% | -3% | -2% | -2% | 2% | -13%
CCN(CC)CCCN1C(=O)C(=O)/C(=C(/O)c2ccc3c(c2)OCCO3)C1c1ccco1 (configuration not stated) | 2.2 | 3% | . | 3% | -2% | 4% | -6% | 5% | 22%
Cc1ccc(Sc2ccc(C(=O)N(C)C)cc2[N+](=O)[O-])cc1 | -0.4 | 5% | 6 | 2% | 2% | 0% | -5% | -1% | 26%
Cc1n[nH]c(=O)n(N=Cc2cccs2)c1=O | -2.4 | -1% | 0 | 3% | 0% | 5% | -9% | 5% | -26%
COC1CCCN(Cc2c(C(=O)N3CCc4ccccc4C3)nc3ccc(Cl)cn23)C1 (configuration not stated) | -0.6 | 9% | 8 | 15% | 4% | -11% | -3% | 6% | 8%
COC(=O)C1=C(N)Oc2cc(C)n(Cc3cccnc3)c(=O)c2C1c1ccc(OC)c(OC)c1OC (configuration not stated) | -0.7 | -16% | 1 | 6% | -13% | 5% | -2% | 8% | 2%
O=C(CSc1ccc(-c2ccccc2)nn1)NC1CCCCC1 | -1.1 | -7% | -23 | 0% | -1% | -13% | -29% | -19% | .

Overlap with the part before: 2 compounds, followed by the next part.
SMILES | IL2 activator | aSyn yeast inh | PI5P4K alpha inh | Abeta yeast res | EPAC1 agonist | WRN helicase inh | PLK1 PBD block | EPAC1 antag | FUS suppressor
COC(=O)C1=C(N)Oc2cc(C)n(Cc3cccnc3)c(=O)c2C1c1ccc(OC)c(OC)c1OC (configuration not stated) | -0.7 | -16% | 1 | 6% | -13% | 5% | -2% | 8% | 2%
O=C(CSc1ccc(-c2ccccc2)nn1)NC1CCCCC1 | -1.1 | -7% | -23 | 0% | -1% | -13% | -29% | -19% | .
CCOC(=O)N/N=C/c1cn(CCCOc2ccccc2)c2ccccc12 | -5.9 | 9% | 2 | 15% | -8% | 5% | 1% | -14% | 21%
CC1CCC(NC(=O)c2cc3ccccc3cc2O)CC1 (configuration not stated) | 0.5 | -13% | 4 | 1% | 10% | 1% | -4% | -12% | -19%
CC(C)c1nc(-c2c(N)n(C)c(=O)n(C)c2=O)sc1C(=O)C(C)(C)C | 1.6 | 9% | -4 | 10% | 5% | -5% | -3% | -14% | -7%
CCCCn1c(N)c(Br)c(=O)[nH]c1=O | 4.4 | -4% | -7 | 10% | 7% | 1% | -9% | 3% | -28%
Nc1ccc2c(c1)N=[N+]([O-])c1cc(N)ccc1C2 | 3.8 | 14% | -2 | -1% | -3% | 11% | -9% | 4% | -8%
CC(=O)C(C(C)=O)C1(O)C(=O)c2ccccc2C1=O | 1.3 | 2% | 3 | -14% | 2% | 9% | -12% | -4% | -2%
C/C(=C/c1ccccc1)C(=O)N1CCC(C)CC1 | 0.0 | 12% | 0 | -4% | -5% | 4% | 2% | 13% | -23%
CCOC(=O)N1CCN(C(=O)c2ccc3nc(SCc4ccc(F)cc4)n(C)c3c2)CC1 | -0.5 | -10% | 7 | -1% | -3% | -5% | -2% | 0% | 20%
CCn1c(SCC(=O)Nc2nccs2)nnc1-c1cc2cccc(OC)c2o1 | 0.1 | 1% | 0 | 7% | -4% | -29% | -8% | -11% | 7%
COCCN1CCC(CNCc2cn(-c3cc(C)ccc3C)nc2-c2ccccc2)C1 (configuration not stated) | -0.8 | 0% | -8 | -8% | -11% | 10% | -7% | 2% | 1%
CCC(C)NC(=O)c1ccc(NS(=O)(=O)c2ccc3[nH]c(=O)[nH]c3c2)cc1 (configuration not stated) | -3.1 | -4% | -1 | 0% | -3% | -24% | -6% | 11% | .
Cc1ccc(S(=O)(=O)N(C)c2ccc3ccccc3c2)cc1 | -0.8 | 1% | 0 | -9% | 13% | -3% | 1% | 4% | 6%
CN(CCOc1ccccc1)C(=O)C1CCC(=O)N(CCN2CCOCC2)C1 (configuration not stated) | -3.1 | -1% | -2 | 1% | -2% | 3% | -2% | -20% | .
Cc1ccc(NC(=O)CCC(C(=O)O)N2C(=O)c3ccccc3C2=O)cc1 (configuration not stated) | 0.0 | -2% | 2 | 8% | 3% | -2% | -8% | 2% | 34%
